Source: PubChem BioAssay
N370S GC: qHTS Assay for Inhibitors and Activators of N370S glucocerebrosidase as a Potential Chaperone Treatment of Gaucher Disease; AID 2101, 2009; Potency, µM (titrated, usually from 59.4 µM), without a hit: at the top dose activity change, negative = inhibition, most hits filed as inhibitors; N370S GC spleen homogenate, 4MU-glucoside fluorescence; actives 0.092% (n = 330,000);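 also: 0% = full enzyme activity and -100% = no enzyme basal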
FEN1 inhibitor: qHTS Assay for the Inhibitors of Human Flap endonuclease 1 (FEN1); P39748; Potency, µM (series often up to 114 µM), for inactives: at the top dose activity change, negative = inhibition, usual class: inhibitors; AID 588795, 2011; Recombinant FEN1 flap cleavage, fluorescence, 15 min; actives 0.35% (n = 390,000); also: nearly all actives have a fitted effect of over 65% in size
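In this screen, 50 nM flap DNA substrate was added to 10 nM FEN1 pretreated with compound for 15 min at room temperature; cleavage was followed with reads at 0 and 15 min, and Hill fitting gave concentration–response parameters.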
KAT2A inh: qHTS Assay for Inhibitors of GCN5L2 | Histone acetyltransferase KAT2A (Homo sapiens), Q92830 | GCN5L2 HAT assay, ThioGlo1 CoA-SH fluorescence | Potency, µM (highest dose often 58.9 µM), for inactives: at the highest dose activity change, negative = inhibition, actives largely listed as inhibitors | actives 0.21% (n = 390,000) | AID 504327, 2011
Target sequence (Q92830 whole entry, looked up): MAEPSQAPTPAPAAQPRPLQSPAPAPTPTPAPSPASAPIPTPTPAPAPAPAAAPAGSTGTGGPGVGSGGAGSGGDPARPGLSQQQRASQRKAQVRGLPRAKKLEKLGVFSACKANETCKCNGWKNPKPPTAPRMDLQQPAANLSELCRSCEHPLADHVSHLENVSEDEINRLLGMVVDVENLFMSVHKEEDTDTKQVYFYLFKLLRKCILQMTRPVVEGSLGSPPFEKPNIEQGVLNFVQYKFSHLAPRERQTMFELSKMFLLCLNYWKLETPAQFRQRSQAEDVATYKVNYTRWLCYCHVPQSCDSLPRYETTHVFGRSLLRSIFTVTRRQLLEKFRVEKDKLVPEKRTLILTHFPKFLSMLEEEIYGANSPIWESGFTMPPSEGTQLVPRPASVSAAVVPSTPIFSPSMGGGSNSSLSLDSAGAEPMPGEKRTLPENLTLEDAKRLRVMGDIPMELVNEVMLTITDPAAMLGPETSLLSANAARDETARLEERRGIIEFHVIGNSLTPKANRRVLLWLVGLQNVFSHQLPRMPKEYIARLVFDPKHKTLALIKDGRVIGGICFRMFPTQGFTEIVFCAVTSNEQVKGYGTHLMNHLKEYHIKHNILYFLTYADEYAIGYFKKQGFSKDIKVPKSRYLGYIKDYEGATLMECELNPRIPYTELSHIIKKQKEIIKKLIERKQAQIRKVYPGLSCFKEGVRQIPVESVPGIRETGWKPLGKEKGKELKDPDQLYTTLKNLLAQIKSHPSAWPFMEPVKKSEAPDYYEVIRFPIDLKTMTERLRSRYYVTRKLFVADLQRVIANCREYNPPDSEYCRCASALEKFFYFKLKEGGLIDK
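Preincubate 20nM GCN5L2 with compound 15 min, RT → add 50uM ThioGlo1 + 75uM H3(1-25) + 70uM acetyl-CoA → read fluorescence 0 and 20 min. Primary qHTS; fluorescent artifacts likely.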
* marks the source's active call; other numbers are inactive results; ? = inconclusive; / = not tested or not shown; & = joins results of further samples; [ ] = another dose, or the depositor's remark. Calls follow the shape of the dose curve; as a rule, active = well fitted curve in the direction sought with a large enough effect; inconclusive = small, poorly fitted or top-dose-only effect, or another doubt; inactive = no such curve, though single readings can be large; an effect the other way counts as inactive or inconclusive. Unless noted, % is scaled to controls: 0 for no effect and ±100 for the full control effect; potency is read from the fitted curve at half-maximal effect. Some of the compounds tested; the hit share may differ from the screen's.

SMILES	N370S GC	FEN1 inhibitor	KAT2A inh
Cn1nccc1C(=O)NC1CCN(Cc2ccccc2)CC1	1%	-4%	-6%
CN1CCC(NC(=O)c2cc(-c3cccc(Br)c3)nc3ccccc23)CC1	-19%	-28%	-7%
CCOC(=O)N1CCN(c2c(NCCc3ccccc3)c(=O)c2=O)CC1	-7%	-13%	0%
CCOc1cccc(C2C(C(=O)c3cccs3)=C(O)C(=O)N2Cc2cccnc2)c1 (stereo not given)	-29%	12%	-3%
O=c1oc2ccccc2n1CCCOc1ccccc1	-20%	-3%	-4%
O=C1CCCC(O)=C1C=NCc1ccccc1	-1%	12%	-4%
O=C(NNc1ccc([N+](=O)[O-])cc1)C12CC3CC(CC(C3)C1)C2	/	-1%	-14%
CNC(=O)C1=C(C)Nc2nc3ccccc3n2C1c1cccc(OC)c1 (stereo not given)	-6%	23%	0%
CCCCSc1ccc2nc(-c3ccc(C#N)cc3)cn2c1	?	-14%	-7%
Cc1c(C(=O)N2CCOCC2)oc2ccc(S(=O)(=O)N3CCCC3)cc12	0%	-9%	-4%
Cc1ccc2c(c1)-c1c(c(C(=O)N3CCN(c4cc(Cl)ccc4C)CC3)nn1C)CS2	/	-6%	3%
Cc1ccc(OCCn2cnc3sc(C(N)=O)c(C)c3c2=O)cc1	17%	/	-1%
COCCCn1c(=O)c2ccccc2n(CC(=O)Nc2ccc3c(c2)OCCO3)c1=O	-6%	12%	1%
COc1cc(C(=O)NNC(=S)NCc2ccco2)cc(OC)c1OC	-2%	9%	-5%
CC(C)Oc1ccc(CNC(=O)Cn2c(-c3cccs3)cc3ccccc32)cc1	/	-22%	1%
O=C1C2CC=C(Cl)CC2C(=O)N1CCCCCCN1C(=O)C2CC=C(Cl)CC2C1=O (stereo not given)	2%	-22%	-20%
COCCn1c(C)cc(C(=O)COC(=O)c2ccc(-n3nc(C)cc3C)cc2)c1C	-19%	2%	-1%
CCCCOC(=O)c1ccc(NC(=O)c2c(Cl)ccc(Cl)c2OC)cc1	-6%	-19%	-15%
O=C(COC(=O)c1cccnc1Cl)Nc1ccc(S(=O)(=O)N2CCOCC2)cc1	/	15%	-5%
CCc1ccccc1NC(=O)CN(C)C(=O)CSc1nnc(Nc2ccc(C)cc2)s1	1%	8%	2%
O=C(O)c1ccc(S(=O)(=O)N2CCOCC2)o1	-2%	-9%	-5%
O=C(c1ccccc1)c1coc2c1C(=O)c1ccccc1C2=O	-11%	-9%	16%
Cc1ccc(C2c3c(oc4ccc(Cl)cc4c3=O)C(=O)N2CCCN2CCOCC2)o1 (stereo not given)	2%	/	-10%
O=C(NCCN1CCOCC1)c1ccc(Cl)cc1[N+](=O)[O-]	-1%	4%	-17%
CCC1CCCCN1CCNS(=O)(=O)c1ccc2c(c1)CCN2C(C)=O (stereo not given)	5%	-3%	2%
SMILES	N370S GC	FEN1 inhibitor	KAT2A inh
CN(CC(=O)Nc1ccccc1Br)C(=O)CCSc1ccc(F)cc1	-5%	4%	3%
Cc1ccc(SCc2cc(=O)n(C)[nH]2)cc1	4%	5%	-5%
COC(=O)c1ccccc1OCCOCCOc1cccc2ccc(C)nc12	4%	2%	1%
Cc1nnc(N2C(=O)c3ccc(Br)cc3C2=O)s1	1%	?	?
S=C(c1ccc(-c2cccc(Cl)c2)o1)N1CCOCC1	3%	-2%	-23%
CCCCn1c(SCC(=O)c2ccc(O)cc2O)nc2cc(S(N)(=O)=O)ccc21	-7%	-15%	-11%
CCOc1ccc(C(=O)c2ccc(OCC)c(N)c2)cc1N	2%	-6%	-7%
O=C(Nc1ccc(N=Nc2ccccc2)cc1)c1cccc(Cl)c1	5%	3%	-2%
CN(CCOc1ccccc1)C(=O)C1CCN(C(=O)c2ccc(Cl)cc2)CC1	13%	0%	-8%
CC(=O)Cn1cnc2c(cnn2-c2ccccc2)c1=O	0%	16%	-3%
O=C(c1ccc([N+](=O)[O-])cc1)c1cc2ccc(O)cc2oc1=O	-13%	0%	-3%
COc1ccccc1N1CCN(S(=O)(=O)Cc2ccccc2Cl)CC1	2%	-16%	/
COc1ccc(C(=O)NC2CCCc3c2cnn3-c2cccc(C)c2C)c(OC)n1 (stereo not given)	8%	-1%	-22%
CCn1ccnc1CNC(=O)CC1C(=O)NCCN1Cc1ccc(F)cc1Cl (stereo not given)	-4%	18%	-2%
O=C(CN1CCN(Cc2ccc3c(c2)OCO3)CC1)Nc1ccc2[nH]c(=O)[nH]c2c1	/	-2%	-5%
Cc1cc2nccc(-c3ccccn3)n2n1	3%	0%	-6%
CCOc1ccccc1N1CC(c2nc3ccccc3n2CCCOc2ccccc2OC)CC1=O (stereo not given)	/	10%	-1%
Cc1cc(C)n(-c2ccc(C(=O)Nc3ccc(N4CCOCC4)cc3)cc2)n1	-5%[12.8 µM]	-13%	-7%
O=C(CSc1nnnn1-c1cccc2c1CCCC2)N1CCCC1	?	-3%	-11%
Cc1ccccc1C(=O)NN1CC(C(=O)OCc2ccc(Cl)c(Cl)c2)CC1=O (stereo not given)	-12%	-27%	-18%
Cc1ccc(C(=O)NC(NC(=O)c2ccc(C)cc2)C(Cl)Cl)cc1	6%	-5%	?
CN(C)CCNC(=O)c1ccccc1	-2%	44%[activator]	0%
Cc1ccc(C)c(NC(=O)CSc2nc(-c3ccccc3)cc(=O)[nH]2)c1	/	-11%	-2%
Cc1cc(C)nc(SCC(=O)NC(=O)c2ccccc2O)n1	/	-1%	-4%
CCN1CCc2c(C#N)c(N3CCCCC3)nc(NCc3ccccc3)c2C1	2%	0%	/

Nothing new here: 23 of the compounds above.
SMILES	N370S GC	FEN1 inhibitor	KAT2A inh
CCC1CCCCN1CCNS(=O)(=O)c1ccc2c(c1)CCN2C(C)=O (stereo not given)	5%	-3%	2%
CN(CC(=O)Nc1ccccc1Br)C(=O)CCSc1ccc(F)cc1	-5%	4%	3%
Cc1ccc(SCc2cc(=O)n(C)[nH]2)cc1	4%	5%	-5%
COC(=O)c1ccccc1OCCOCCOc1cccc2ccc(C)nc12	4%	2%	1%
Cc1nnc(N2C(=O)c3ccc(Br)cc3C2=O)s1	1%	?	?
S=C(c1ccc(-c2cccc(Cl)c2)o1)N1CCOCC1	3%	-2%	-23%
CCCCn1c(SCC(=O)c2ccc(O)cc2O)nc2cc(S(N)(=O)=O)ccc21	-7%	-15%	-11%
CCOc1ccc(C(=O)c2ccc(OCC)c(N)c2)cc1N	2%	-6%	-7%
O=C(Nc1ccc(N=Nc2ccccc2)cc1)c1cccc(Cl)c1	5%	3%	-2%
CN(CCOc1ccccc1)C(=O)C1CCN(C(=O)c2ccc(Cl)cc2)CC1	13%	0%	-8%
CC(=O)Cn1cnc2c(cnn2-c2ccccc2)c1=O	0%	16%	-3%
O=C(c1ccc([N+](=O)[O-])cc1)c1cc2ccc(O)cc2oc1=O	-13%	0%	-3%
COc1ccccc1N1CCN(S(=O)(=O)Cc2ccccc2Cl)CC1	2%	-16%	/
COc1ccc(C(=O)NC2CCCc3c2cnn3-c2cccc(C)c2C)c(OC)n1 (stereo not given)	8%	-1%	-22%
CCn1ccnc1CNC(=O)CC1C(=O)NCCN1Cc1ccc(F)cc1Cl (stereo not given)	-4%	18%	-2%
O=C(CN1CCN(Cc2ccc3c(c2)OCO3)CC1)Nc1ccc2[nH]c(=O)[nH]c2c1	/	-2%	-5%
Cc1cc2nccc(-c3ccccn3)n2n1	3%	0%	-6%
CCOc1ccccc1N1CC(c2nc3ccccc3n2CCCOc2ccccc2OC)CC1=O (stereo not given)	/	10%	-1%
Cc1cc(C)n(-c2ccc(C(=O)Nc3ccc(N4CCOCC4)cc3)cc2)n1	-5%[12.8 µM]	-13%	-7%
O=C(CSc1nnnn1-c1cccc2c1CCCC2)N1CCCC1	?	-3%	-11%
Cc1ccccc1C(=O)NN1CC(C(=O)OCc2ccc(Cl)c(Cl)c2)CC1=O (stereo not given)	-12%	-27%	-18%
Cc1ccc(C(=O)NC(NC(=O)c2ccc(C)cc2)C(Cl)Cl)cc1	6%	-5%	?
CN(C)CCNC(=O)c1ccccc1	-2%	44%[activator]	0%

(more compounds)
SMILES	N370S GC	FEN1 inhibitor	KAT2A inh
O=C1c2ccsc2SCCN1Cc1c(F)cccc1Cl	-8%	12%	?
CCCCn1nc(C(=O)Nc2cc(S(=O)(=O)N(C)C)ccc2C)c2ccccc2c1=O	3%	-15%	4%
O=C1CSC(c2cccc(F)c2)N1c1ccc(O)cc1 (stereo not given)	-3%	3%	?
O=C(COC(=O)c1cc(Br)ccc1O)Nc1ccc2c(c1)OCO2	/	-2%	2%
CCCC(NS(=O)(=O)c1ccc(OC)cc1)C(=O)O (stereo not given)	6%	6%	-2%
CC(=O)Nc1ccc(NC(=O)CCc2nc3ccccc3c(=O)[nH]2)cc1	0%	-5%	-10%
Cc1cc(C)nc(SC2CC(=O)N(c3ccc(Cl)cc3)C2=O)n1 (stereo not given)	-22%	-7%	6%
CCCCn1c(=O)[nH]c(=O)c2c1nc(-c1ccccc1F)n2Cc1ccccc1OC	?	2%	-17%
Cc1ccc2c(c1)/C(=C/c1ccco1)C(=O)N2	18%	-19%	-10%
O=C(CSCc1ccc(F)cc1)N1CCN(c2ccccc2)CC1	1%	12%&-6%	-8%&2%
CC(OC(=O)[C@@H]1CCCN1C(=O)c1cccs1)C(=O)Nc1cccc([N+](=O)[O-])c1 (stereo not given in full)	/	6%	2%
Cn1cc(CCCC(=O)NCc2ccccc2Cl)c2ccccc21	/	-7%	-5%
COc1ccc(CC(=O)Nc2ccc(N3CCCCC3)cc2)cc1	-9%	3%	-1%
CC(=O)N1CCN(C(=O)c2ccc(S(=O)(=O)Nc3ccccc3F)cc2)CC1	/	2%	-1%
CC(C)c1cccc(C(C)C)c1OC(=O)NC(=O)c1c(F)cccc1F	-1%	0%	-10%
Cc1ccc(SC(C)C(=O)Nc2ccccc2-c2ccccc2)cc1 (stereo not given)	6%	0%	-9%
COc1cc(NC(=O)COc2ccc(Br)cc2)ccc1NC(=O)C(C)C	1%	-9%	2%
Cc1cc(C)cc(-n2nnc(C(=O)NCc3ccc(Cl)cc3)c2N)c1	28%	-11%	-12%
O=C(COC(=O)Cc1ccc(Cl)c(Cl)c1)Nc1ccc2[nH]c(=O)[nH]c2c1	0%	-2%	-5%
NC(=O)c1ccc(C2SCC(=O)N2CCc2ccccc2)cc1 (stereo not given)	/	-2%	-4%
COC(=O)C1=C(C(=O)OC)[C@@H]2N(C)c3ccc(OC)cc3[C@@]23C[C@@H](C(=O)OC)N(C(=O)CC(C)C)C3=N1	6%[12.8 µM]	6%	/
Cc1ccc(OC(=O)c2cc3ccccc3o2)cc1	24%	-9%	-8%
COc1cc(-n2c(=O)c3ccccc3n(CC(=O)c3ccccc3)c2=O)cc(OC)c1OC	9%	3%	-5%
CC(C)c1ccc(OC(=O)c2cccc(S(=O)(=O)N3CCN(C)CC3)c2)cc1	-25%	1%	-19%
O=S(=O)(c1ccc(F)cc1)N1CCN(C(=S)NCCc2ccccc2)CC1	-13%	5%	-4%

Compound profiles, as listed above.
Listed for O=C1CSC(c2cccc(F)c2)N1c1ccc(O)cc1 (stereo not given) = N370S GC: -3%; FEN1 inhibitor: 3%; KAT2A inh: ?
Listed for CC(=O)N1CCN(C(=O)c2ccc(S(=O)(=O)Nc3ccccc3F)cc2)CC1 = N370S GC: /; FEN1 inhibitor: 2%; KAT2A inh: -1%

(next part)
SMILES	N370S GC	FEN1 inhibitor	KAT2A inh
Cc1cccc(Nc2nc(NCCCN3CCOCC3)nc(N)c2[N+](=O)[O-])c1	-19%	?	-1%
COc1ccc(C(=O)Nc2c3c(nn2-c2ccc(Cl)cc2)CS(=O)(=O)C3)cc1	-13%	11%	-4%
COc1ccc(-n2c(=S)[nH]c3cc(C(=O)N4CCN(c5ccccc5)CC4)ccc3c2=O)c(OC)c1	-1%	1%	-5%
Cc1ccccc1Nc1cc(C(=O)NC2CCCC2)c2ccccc2n1	/	-3%	-3%
CCOc1c(S(=O)(=O)NC2CC(C)(C)NC(C)(C)C2)ccc(Cl)c1Cl	-17%	-4%	-14%
COC(=O)Cc1c(C)nc(SCc2ccccc2)[nH]c1=O	-9%	1%	4%
CC(C)Sc1nc2c(cnn2-c2ccc(F)cc2)c(=O)[nH]1	6%	18%	-9%
